# Pf Dd2 growth: Plasmodium falciparum Dd2 growth inhibition; P. falciparum Dd2 growth, SYBR Green, 72 h; Potency, µM (titrated, usually from 28.9 µM), without a hit: at the highest dose activity, negative = inhibition, hits mostly inhibitors; 4.3% of 120,000 active; active = well fitted inhibition curve with a large enough effect; inconclusive = small, poorly fitted or top-dose-only effect; inactive = no such curve, though single readings can be large or run the other way;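 also: plate controls were DMSO vehicle for no effect and reference drug for full effect; nearly all actives have a fitted effect of over 65% in size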
#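 Readout: SYBR Green fluorescence, 485 nm excitation, 535 nm emission, after ~16 h lysis at 37C. Before that, Dd2-infected red cells (2.5% hematocrit) grew 72 h with compound, 29 uM top final concentration.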
# Starred values were filed as active, the others as inactive; i = inactive; ? = inconclusive; & = joins results of further samples; [ ] = dose if it differs, or a comment. Potency is read from the fitted curve at half-maximal effect. An excerpt, so the mix of outcomes need not match the whole.
SMILES,Pf Dd2 growth
COCCN1Cc2nc(-c3cnn(Cc4ccccc4)c3)ccc2OCC1=O,-3.4%[44.1 µM]
CCCCC1CN(c2ccc(Cl)cc2)C(=O)CN1C(=O)CNC(=O)OC (stereo not drawn),-9.5%
CSc1ncc(Cl)c(C(=O)Nc2c(C(=O)Nc3cccc(C)c3)oc3ccccc23)n1,133.0%[activator]
CC1(C)CNC(=O)c2nc(C3(CN4CCCC4)CC3)[nH]c2C1,-2.2%
Cc1noc([C@@H]2CNC[C@H]2CO)n1,i
COc1ccc(Cl)cc1NC(=O)CSC1=Nc2ccccc2C2=NC(CC(=O)NCc3cccs3)C(=O)N12 (stereo not drawn),11.2µM*
O=C(c1ccccc1Cl)N1CCC2(CC1)CCN(CCc1ccccc1)c1ccccc1O2,?
CCc1c(C(=O)N2CCCN(C)C3(CCN(C)CC3)C2)csc1C,?
CCOC(=O)c1c(N)n(-c2ccc(Cl)c(Cl)c2)c2nc3ccccc3nc12,11.2%
CCN(CC)S(=O)(=O)c1nnc(NC(=O)c2ccc(C)cc2)s1,-20.4%
CC(=O)Nc1c(C)nn(-c2ccccc2)c1N1CCC(C(=O)NCc2ccccc2Cl)CC1,?
COc1ccccc1C(=O)Nc1ccc2c(c1)nc(CN1CCCCC1)n2C,i
Cc1ccccc1NC(=O)N(C)CC1CCOC1 (stereo not drawn),12.3%[5.79 µM]
CC(C)NC(=O)N1CCC(N2C(=O)C3(CCCC3)C2c2ccccc2)CC1 (stereo not drawn),?
Cc1ccc(C)c(NC(=O)c2cc(S(=O)(=O)NCCc3ccccc3)ccc2F)c1,-16.1%

# Given bar-delimited: entries from further up.
mol | Pf Dd2 growth
COCCN1Cc2nc(-c3cnn(Cc4ccccc4)c3)ccc2OCC1=O | -3.4%[44.1 µM]
CCCCC1CN(c2ccc(Cl)cc2)C(=O)CN1C(=O)CNC(=O)OC (stereo not drawn) | -9.5%
CSc1ncc(Cl)c(C(=O)Nc2c(C(=O)Nc3cccc(C)c3)oc3ccccc23)n1 | 133.0%[activator]
CC1(C)CNC(=O)c2nc(C3(CN4CCCC4)CC3)[nH]c2C1 | -2.2%
Cc1noc([C@@H]2CNC[C@H]2CO)n1 | i
COc1ccc(Cl)cc1NC(=O)CSC1=Nc2ccccc2C2=NC(CC(=O)NCc3cccs3)C(=O)N12 (stereo not drawn) | 11.2µM*
O=C(c1ccccc1Cl)N1CCC2(CC1)CCN(CCc1ccccc1)c1ccccc1O2 | ?
CCc1c(C(=O)N2CCCN(C)C3(CCN(C)CC3)C2)csc1C | ?
CCOC(=O)c1c(N)n(-c2ccc(Cl)c(Cl)c2)c2nc3ccccc3nc12 | 11.2%
CCN(CC)S(=O)(=O)c1nnc(NC(=O)c2ccc(C)cc2)s1 | -20.4%
CC(=O)Nc1c(C)nn(-c2ccccc2)c1N1CCC(C(=O)NCc2ccccc2Cl)CC1 | ?
COc1ccccc1C(=O)Nc1ccc2c(c1)nc(CN1CCCCC1)n2C | i
Cc1ccccc1NC(=O)N(C)CC1CCOC1 (stereo not drawn) | 12.3%[5.79 µM]

# (further entries)
SMILES,Pf Dd2 growth
Cc1ccc(C)c(N2CCN(C(=O)c3cnc4c(-c5ccccc5)c(C)nn4c3C)CC2)c1,i
COc1cccc(CNC(=O)c2ccc3c(c2)N(Cc2ccc(C(F)(F)F)cc2)C(=O)c2ccccc2S3)c1OC,?
O=C(Nc1nnc(N2CCCC2)s1)Nc1cc(F)ccc1F,14.3%
O=C(c1c[nH]c2ccccc12)N1CCC2(CNS(=O)(=O)c3cccnc3O2)C1 (stereo not drawn),i
COC(=O)C(NC(=O)CCc1c(C)nc2c(-c3ccccc3)c(C)nn2c1C)C(C)C (stereo not drawn),35.3%
O[C@@H]1C[C@@H](c2nc(-c3cnccn3)no2)N(CC2CCCCC2)C1,i
Cc1ncccc1C(=O)N1CCC(N2C(=O)C3(CCCC3)C2c2ccccc2)CC1 (stereo not drawn),i
O=C(NCc1ccccc1)c1ccc(CNS(=O)(=O)c2ccc(Br)cc2)cc1,-7.6%
CCCc1nnc(NC(=O)C(CC)Sc2nnc3c4ccccc4n(C)c3n2)s1 (stereo not drawn),10.8%
Cc1ccsc1CN1CCCC(c2nc(-c3cccnc3)no2)CCNC(=O)CC1 (stereo not drawn),?
COc1ccc(-c2noc(C3CC(=O)N(c4cc(C)cc(C)c4)C3)n2)cc1 (stereo not drawn),56.1%[activator]
CCn1c(=O)c2sccc2n2c(CCC(=O)Nc3ccc(C(C)C)cc3)nnc12,-22.4%
C=CCOc1cc(C)c2c(c1C)[C@H](O)C([C@H](C)C(=O)NCCOC)CC2 (stereo partly drawn),-12.5%[44.1 µM]
CCCn1ncc(-c2nc(-c3ccncc3)no2)c1C,?
Cc1ccc(C)c(NC(=O)c2nnn(Cc3ccc(F)cc3Cl)c2N)c1,?
COCCN(C)C[C@H]1C[C@H](CO)CN(C(=O)c2cc(Cl)cc(OC)c2)C1,-28.1%
CCOC(=O)c1cc(OC(=O)c2cccc(C)c2)n(-c2ccccc2)n1,3.9%
CN1CC(c2ccccc2)CC2(CCN(C(=O)c3ccc(=O)n(C)c3)CC2)C1 (stereo not drawn),-24.2%
CC(C)NC(=O)C1COC2(CCN(C(=O)CC(C)(C)C)CC2)N1C(=O)c1ccccc1 (stereo not drawn),-25.4%
COc1ccc(-c2noc(CNC(=O)c3cnn(C(C)C)c3)n2)cc1OC,-1.7%
O=C(NCC(F)(F)F)C1CN(Cc2ccccc2)C(=O)N1 (stereo not drawn),4.3%[44.1 µM]
CS(=O)(=O)N1CCCCCNC(=O)[C@@H]2CCCC[C@@H]21,-2.4%
CC(=O)N1C2CCC1CN(c1ccc(C(F)(F)F)cc1)C2,-19.9%[44.1 µM]
COc1cccc([S+](=O)([O-])N2CCCC3(CC(c4cccnc4)=NO3)C2)c1 (stereo not drawn),4.9%&-8.5%
Cc1ccc(CCNC(=O)c2sc3ncccc3c2-n2c(C)ccc2C)cc1,?
O=C(NCCc1cnc[nH]1)C1CC(=O)N(c2n[nH]c3ccccc23)C1 (stereo not drawn),4.1%
CN(C)c1nc2c(c(=O)[nH]1)CCN(Cc1ccc(F)cc1)CC2,52.5%[activator][5.79 µM]
CCOc1ccc(-n2c(=O)c3c(C)c(C)sc3n(Cc3c(F)cccc3Cl)c2=O)cc1,9.3%
CS(=O)(=O)N1CC2(CCCCN2CC2CC2)Cc2ccccc21 (stereo not drawn),?
Cc1cccc(NC(=O)Nc2ccc(C)n(CC(=O)N(C)C)c2=O)c1,i

# Fetched one by one from the list above (2):
SMILES,Pf Dd2 growth
Cc1ccc(CCNC(=O)c2sc3ncccc3c2-n2c(C)ccc2C)cc1,?
CN(C)c1nc2c(c(=O)[nH]1)CCN(Cc1ccc(F)cc1)CC2,52.5%[activator][5.79 µM]

# Additional structures follow.
SMILES,Pf Dd2 growth
Cc1ccc(Nc2sc(C(=O)c3ccccc3)c(N)c2C(=O)NC(C)C)cc1,-2.7%
O=C(c1ccc(C(F)(F)F)cc1)N1CC(Oc2ccc3c(c2)OCO3)C1,5.1%
O=C(NCc1cccc(F)c1)c1ccc(CS(=O)c2ccccc2Cl)o1 (stereo not drawn),11.1%
COc1cc(OC)c(NC(=O)c2c3c(nc4ccccc24)C(=O)N(C2CCCCC2)C3)cc1Cl,?
Cc1ccc(NC(=O)C2CCN(S(=O)(=O)c3cccs3)CC2)cc1,-19.8%
CN1CCCCCCN(C(=O)Cn2c(=O)oc3ccccc32)[C@H]2CCC[C@H]2C1=O,-10.3%
CCOC(=O)c1c(C)[nH]c(C)c1S(=O)(=O)N1CCCC(C(=O)Nc2cc(C)ccc2C)C1 (stereo not drawn),i
CN(C)C[C@@H]1CN(Cc2ccccn2)C[C@H]1NS(=O)(=O)c1ccccc1F,?
COC(=O)[C@@H]1Cc2ncn(Cc3ccc(OC)cc3)c2CN1C(=O)CC(C)(C)C,?
Cn1nccc1-c1cc2c(ccn2C)c(C(=O)NCCc2cnc[nH]2)n1,i
O=C1c2c(nc(COc3ccccc3)n2Cc2ccccc2)NCCN1CCOc1ccccc1,i
Cc1cccc(NC(=O)CSc2nc(=O)n(Cc3cccnc3)c3c2CCC3)c1,8.2%
COc1ccccc1C(=O)N1C[C@H](c2nc(-c3ccncc3)no2)[C@@H](C)C1,i
CC(C)c1noc(C2CCCN(C(=O)Nc3ccccc3)CCC(=O)NCC2)n1 (stereo not drawn),-10.7%
CCOC(=O)c1c(NC(C)=O)c2c3c(sc2n1Cc1ccc(Cl)cc1)CCCC3,-19.9%
O=C(C1CC1)N1C[C@@H]2OCC(=O)N(c3ccccc3)[C@@H]2C1,6.3%[44.1 µM]
O=C1NC(=NC2CCCC2)C2(CCCN(Cc3ccccc3)C2)N1c1cccnc1 (stereo not drawn),-12.9%
CCOc1ccc(Cl)cc1CN(C)CC1(O)CCCNC1 (stereo not drawn),?
COc1cccc(-c2noc(-c3ccc(N4CCCC(CO)C4)nc3)n2)c1OC (stereo not drawn),i
O=C1NCc2ccccc2CC12CCCCN2Cc1ccc(CO)o1 (stereo not drawn),?
CNC(=O)CCn1ncc2cc(OCc3ccccc3-c3cc(F)ccc3OC)ccc21,?
O=C(O)C[C@@H]1CCN(C(=O)C2CCCCC2)C[C@@H]1CCN1CCC(C(=O)O)CC1,7.8%[44.1 µM]
Cc1ccc(Cn2c(=O)n(Cc3ccco3)c(=O)c3oc4ccccc4c32)cc1,-3.5%
CCc1ccc(-n2nc(C)c3c(C)cc(=O)n(CC(=O)N4CCCc5ccccc54)c32)cc1,42.9%[activator]
C[S+](=O)([O-])c1ccc(-c2nc(C(=O)NCc3ccc(F)cc3)n3ccncc23)cc1,11.2µM*
O=[S+]1([O-])NCC2(CCN(CC3CCCCC3)CC2)Oc2ncccc21,?
Cc1ccc(S(=O)(=O)c2nc(S(=O)(=O)c3ccccc3)sc2NCCCOC(C)C)cc1,?
COCCc1noc(CNC(=O)c2ccc(-c3ccccc3Cl)o2)n1,-16.2%
CCc1ccc(-n2nc(C)c3c(C(=O)Nc4ccc(Cl)cc4)cc(C)nc32)cc1,i
Cc1cccc(NC(=O)N2C[C@@H](Oc3cccnc3)C[C@@H]2C(=O)N2CCOCC2)c1,-1.5%
CN(CC1CCOCC1)C(=O)Nc1ccccc1Br,-24.9%
N#CC1(c2ccccc2)CCN(C(=O)[C@H]2CCC[C@@H](O)C2)CC1,0.1%
CCCCn1c(CNC(=O)c2ccc(OC)cc2)nnc1SCC(=O)Nc1ccc(OC)cc1,-2.1%
COc1cc2c(cc1OC1CCCC1)NC(=O)C21CCN(C(=O)Cc2ccccc2)CC1,-21.6%[44.1 µM]
CCCCN(CCCNC(=O)c1cc(Nc2ccc(OC)c(OC)c2)nc2ccccc12)Cc1ccccc1,2.24µM*
CSc1ncc(C(=O)NCc2ccccc2)c(-c2ccccc2)n1,i
COc1ccccc1N1CCCc2ncc(C(=O)N3CC[S+](=O)([O-])CC3)cc21,57.8%[activator][44.1 µM]
Cc1ccc(/C=C/c2onc(C)c2S(=O)(=O)N2CCC(C(=O)Nc3ccccc3C(F)(F)F)CC2)cc1,2.9%
COc1cccc(Nc2ccc3c(n2)C(C)(C(=O)NCCc2ccccn2)CN(C)C3)c1 (stereo not drawn),3.16µM*
COCC(=O)Nc1ccc2c(c1)CN(Cc1ccccc1F)C(=O)C(C)O2 (stereo not drawn),-16.6%
CCCCOc1ccc(C2=NC(c3ccccc3)=Nc3ccc(OC)cc3N2)cc1,?
c1ccc2cc(-c3nc(C4CCOC4)no3)ncc2c1 (stereo not drawn),-23.2%
CN(C)c1ccc(NC(=O)Cn2nnc3sc4c(c3c2=O)CCC(C(C)(C)C)C4)cc1 (stereo not drawn),-3.7%
CC(C)CNS(=O)(=O)c1ccc(N2CCCCS2(=O)=O)cc1,21.3%
COc1ccc(NC(=O)c2c(NCc3ccc(C)o3)sc3c2CCC(C)C3)c(OC)c1 (stereo not drawn),?
Cc1ncsc1C(=O)N1CCC2(CC1)OC(=O)N(Cc1ncccn1)C2(C)c1ccccc1 (stereo not drawn),-11.0%
CCN(C(=O)c1ccc(-n2ccnc2-c2nc[nH]c2C)cc1)c1ccccc1,-11.2%
CNC(=O)[C@@H]1C[C@H](Oc2cccnc2)CN1C(=O)c1ccc(Cn2nc(C)cc2C)o1,30.2%[activator]
CCn1nccc1C(=O)N1CCC(N2C(=O)[C@H](OCCOC)[C@@H]2c2ccncc2)CC1,6.5%
O=C(NC1CCN(c2cc(-c3ccccc3)[nH]n2)CC1)c1cc(F)ccc1Cl,?
O=C(Cc1c[nH]c2ncc(-c3cccc(OC(F)(F)F)c3)cc12)NCc1cccnc1,3.98µM*
CCOc1cc(C(=O)Nc2ccc(-c3nc4ccccc4s3)cc2Cl)cc(OCC)c1OCC,-0.4%
O=C(CCCc1ccccc1)NCC(=O)N1CCCCCCNC(=O)CC1c1ccccc1 (stereo not drawn),?
Cc1ccc(-c2cn3c(n2)CO[C@@H](CNC(=O)c2ccccc2)C3)cc1,i
Fc1ccccc1CNC1(Cc2cc(COc3ccccc3)on2)COC1,?
COc1ccc(CN2Cc3[nH]nc(-c4cccnc4OC)c3CC2=O)cc1,19.8%[44.1 µM]
COc1cccc(NC(=O)Cn2c(=O)n(Cc3ccc4c(c3)OCO4)c(=O)c3oc4ccccc4c32)c1,?
Cc1ccc(OC(C)C(=O)N2CCN(CCc3ccccn3)CC2)cc1C (stereo not drawn),52.6%[activator]
CC1CCN(C(=O)Cn2c(=O)n(-c3ccc(Cl)cc3)c(=O)c3c4c(sc32)CCC4)CC1,23.1%
Cc1ccccc1-c1cc(C(=O)NCc2cnn(C)c2)c2c(c1)N(C)CCO2,-5.5%[44.1 µM]
CCCOc1cccc(C(=O)Nc2ccc(-c3cc4ccccc4oc3=O)c(C)c2)c1,?
